Compound activity deposited in PubChem BioAssay by Broad Institute.
RAD52 inh: RAD52 DNA annealing inhibitors, primary screen, biochemical, FRET, single point, set 2 | DNA repair protein RAD52 homolog (Homo sapiens), P43351 | recombinant RAD52 DNA annealing, FRET fluorescence | inhibition, % at 18.7 µM | 360,000 tested, 0.46% active;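 active = every replicate showing at least 50% inhibition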
Target sequence (P43351 whole entry, looked up): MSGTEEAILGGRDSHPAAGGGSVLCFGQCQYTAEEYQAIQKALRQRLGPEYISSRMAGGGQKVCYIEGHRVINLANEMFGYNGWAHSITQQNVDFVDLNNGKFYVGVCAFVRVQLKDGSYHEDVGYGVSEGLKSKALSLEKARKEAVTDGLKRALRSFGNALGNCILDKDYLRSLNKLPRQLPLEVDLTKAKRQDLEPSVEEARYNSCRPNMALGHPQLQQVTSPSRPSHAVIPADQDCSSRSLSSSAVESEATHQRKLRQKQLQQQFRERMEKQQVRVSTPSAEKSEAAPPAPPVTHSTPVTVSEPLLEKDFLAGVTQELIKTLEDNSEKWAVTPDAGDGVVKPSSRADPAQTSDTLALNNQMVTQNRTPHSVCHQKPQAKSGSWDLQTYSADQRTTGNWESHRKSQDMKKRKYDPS
esBAF inh: Bmi1 luciferase reporter increase in mESCs, primary screen, esBAF inhibitor project, mouse ES cells, Bmi1 luciferase knock-in, single point; 24 h; 100% = twice the neutral-well signal; reporter increase, % at 12.5 µM; 350,000 tested, 2% active; in the data active = activation above about 40%;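 note: 0% = median of the plate's neutral control wells and 100% = double that signal; a rise in the Bmi1 reporter signal indicates esBAF inhibition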
ARNT-TACC3 inh: disruptors of ARNT/TACC3 protein interaction, primary screen, biochemical, AlphaScreen, single concentration. 390,000 tested, 0.66% active. AID 623870, 2012. inhibition, % at 9.99 µM. AlphaScreen His-ARNT PAS-B/GST-TACC3 binding, luminescence; TACC3 fragment carries E629A point mutation;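 active = mean inhibition of replicates at least 50% and at least half of replicates each reaching 50%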;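 note: 0% = complete ARNT plus TACC3 wells and 100% = ARNT alone without TACC3; many hits fall short of the cut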
PglD DTNB: C. jejuni PglD acetyltransferase inhibitors, primary screen, biochemical, DTNB colorimetric, single point; UDP-N-acetylbacillosamine N-acetyltransferase PglD (Campylobacter jejuni); purified PglD enzyme, DTNB colorimetric CoA detection; inhibition, % at 12.5 µM; 360,000 tested, 0.098% active; AID 602405, 2012; in the data active = inhibition above about 16%, passing the limit was not always enough; note: strong numbers were not always called active
CASP6 VEID inh: human caspase-6 inhibitors, primary screen, biochemical, VEID-R110 fluorescence, single point, set 2; P55212; purified caspase-6, Z-VEID-R110 cleavage fluorescence; inhibition, % at 12.5 µM; 350,000 tested, 0.53% active;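 active = mean inhibition across replicates at least about 35%, with every replicate also reaching that limit, limit read from the data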;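 note: 0% = median of neutral control wells and 100% = no fluorescence left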
E-sel inducer: E-selectin induction in HUVECs, primary screen, imaging, HUVEC, immunofluorescence imaging, single point; P16581; normalized: neutral wells 0, TNF-alpha wells 100; activation, % at 7.58 µM; 260,000 tested, 0.37% active; AID 686992, 2013;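 active = mean E-selectin-positive cell signal at least 10% of the positive control, reached in at least 60% of replicates, without over 20% cell loss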;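 note: in these data hits start at about 27%; measured in HUVEC primary endothelial cells; signal is the percent of cells scored E-selectin positive by PE staining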
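Assay system: HUVEC primary endothelial cells. Input: 3,000 HUVEC seeded per well. Doses: one compound dose added by pin transfer. Read-out basis: % PE-positive cells. Benchmarks: TNF-alpha high, DMSO low. Detection: immunofluorescence imaging. Buffer or medium: EGM-2, gelatin.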
ERp5 block: inhibitors of ERp5-driven insulin aggregation, primary screen, biochemical, turbidity, absorbance 650 nm, single point. 90 min. inhibition, % at 9.99 µM. 350,000 tested, 0.05% active;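 active = mean replicate inhibition above about 25%, with every replicate also reaching it, limit read from the data, passing the limit was not always enough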
Target sequence (Q15084 whole entry, looked up): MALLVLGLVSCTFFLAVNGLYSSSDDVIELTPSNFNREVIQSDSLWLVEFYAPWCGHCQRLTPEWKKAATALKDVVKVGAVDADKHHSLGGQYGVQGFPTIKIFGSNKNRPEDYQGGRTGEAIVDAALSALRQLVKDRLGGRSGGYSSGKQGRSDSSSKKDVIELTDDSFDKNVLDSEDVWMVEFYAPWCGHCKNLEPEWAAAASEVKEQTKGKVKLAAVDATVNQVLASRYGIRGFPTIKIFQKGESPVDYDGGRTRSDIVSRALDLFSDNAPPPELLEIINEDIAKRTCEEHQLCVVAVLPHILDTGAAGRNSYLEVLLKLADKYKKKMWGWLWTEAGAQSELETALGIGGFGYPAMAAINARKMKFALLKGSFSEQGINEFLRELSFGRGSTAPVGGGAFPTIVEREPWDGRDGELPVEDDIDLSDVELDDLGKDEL
RAD54 branch: inhibitors of human RAD54 branch migration, primary screen, biochemical, fluorescence, single point. DNA repair and recombination protein RAD54-like (Homo sapiens), Q92698. RAD54 Holliday junction branch migration, FAM/BHQ fluorescence. inhibition, % at 10.4 µM. 360,000 tested, 0.14% active. AID 602329, 2012;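 active = mean normalized replicate activity at least 40 and at least half of replicates scoring 40 or more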;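 note: 0% = median of neutral control wells and 100% = median of positive control wells; inhibitors cause a drop in the FAM fluorescence signal; in these data hits start at about 50%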
Active calls of the source: *; nt = no result given; & = joins results of further samples.

Start of the data: the first three entries, ahead of the listing:
| Compound | RAD52 inh | esBAF inh | ARNT-TACC3 inh | PglD DTNB | CASP6 VEID inh | E-sel inducer | ERp5 block | RAD54 branch |
| --- | --- | --- | --- | --- | --- | --- | --- | --- |
| COCCNC(=O)C[C@@H]1CC[C@H]2[C@H](COc3ccc(NC(=O)Nc4cccc(F)c4)cc3C(=O)N2C)O1 | -11 | -3 | 0 | 2 | nt | 0.1 | -1 | 3 |
| O=C(Nc1ccc(F)cc1F)c1ccc2ncsc2c1 | -22 | 67* | -1 | 5 | 1 | nt | -2 | 3 |
| CCCNC(=O)C(=O)NCc1ccccn1 | -20 | nt | 5 | nt | 0 | nt | 4 | nt |

Main list, from the first entry:
| Compound | RAD52 inh | esBAF inh | ARNT-TACC3 inh | PglD DTNB | CASP6 VEID inh | E-sel inducer | ERp5 block | RAD54 branch |
| --- | --- | --- | --- | --- | --- | --- | --- | --- |
| COCCNC(=O)C[C@@H]1CC[C@H]2[C@H](COc3ccc(NC(=O)Nc4cccc(F)c4)cc3C(=O)N2C)O1 | -11 | -3 | 0 | 2 | nt | 0.1 | -1 | 3 |
| O=C(Nc1ccc(F)cc1F)c1ccc2ncsc2c1 | -22 | 67* | -1 | 5 | 1 | nt | -2 | 3 |
| CCCNC(=O)C(=O)NCc1ccccn1 | -20 | nt | 5 | nt | 0 | nt | 4 | nt |
| COc1ccc(/C=N/Nc2nnc(Cc3ccccc3)c(=O)[nH]2)cc1OC | -2 | nt | 16 | nt | -2 | 0.1 | -1 | nt |
| COc1ccc(C(CC(=O)N2CCN(c3ccccc3)CC2)c2c(O)cc(OC)cc2OC)cc1 (centres undefined) | -9 | 11 | 4 | -3 | -1 | 1.0 | -1 | 1 |
| CC1(C)CC(=O)c2cc(C(=O)NCc3ccco3)c(=O)n(-c3ccc(Cl)cc3)c2C1 | nt | -1 | 6 | -2 | nt | nt | nt | 4 |
| CC(C)Cn1c(-c2cccs2)nc2ccccc21 | nt | 3 | -11 | 9 | nt | nt | nt | 5 |
| O=C(CBr)N1CCc2ccccc2C(c2ccccc2)C1 (centres undefined) | -1 | nt | -7 | -5 | 0 | 0.1 | 1 | 0 |
| CCCC(C(=O)NNC(=O)c1cc(C)oc1C)c1ccccc1 (centres undefined) | -25 | nt | -1 | nt | 8 | 0.0 | -1 | nt |
| NS(=O)(=O)c1ccc(CCNC(=O)CSc2ccc([N+](=O)[O-])cc2)cc1 | -3 | -2 | -2 | 1 | 0 | nt | 5 | -4 |
| C[C@@H]1CN(C(=O)OC(C)(C)C)CCN1c1ccc(N2CCS(=O)(=O)CC2)c(C#N)c1 | -17 | nt | nt | nt | 4 | -0.4 | 8 | nt |
| CC1(C)CC(=O)/C(=C(\O)CCCN2C(=O)c3ccccc3C2=O)C(=NCC(=O)O)C1 | 3 | nt | -21 | nt | -4 | nt | -2 | nt |
| COC(=O)CN(c1ccc(F)cc1)S(=O)(=O)c1ccccc1 | nt | -2 | 5 | -1 | nt | nt | nt | -9 |
| CCN(CC)CCN=CC1=C(O)CNC1=O | nt | -5 | -13 | -3 | nt | nt | nt | -7 |
| CN(C)CCN(Cc1ccco1)c1ccccn1 | -3 | 1 | -9 | nt | 3 | -0.1 | -1 | nt |
| CC1=Nc2ccc(C)cc2N(Cc2ccccc2)C(=O)C1 | -62 | 2 | 3 | 2 | -1 | 3.7 | -2 | -8 |
| CCN1C(=O)[C@H]2[C@@H](c3ccc(C(F)(F)F)cc3)N[C@]3(CCCN(Cc4ccc(C(F)(F)F)cc4)C3=O)[C@H]2C1=O | -5 | -7 | nt | 0 | 3 | -0.1 | -18 | -2 |
| Cc1ccc(-c2noc(C3CCCN(C(=O)C4CCCCC4)C3)n2)o1 (centres undefined) | nt | 7 | -4 | 2 | nt | nt | nt | -12 |
| Cc1cc(Nc2ccc(Cl)c(C(F)(F)F)c2)cc(=O)n1-c1ccc(Cl)c(C(F)(F)F)c1 | -85 | nt | nt | nt | 4 | 0.3 | 10 | nt |
| N#CCCn1nc(-c2ccccc2)cc1Nc1ccccc1NC(=O)c1cccs1 | nt | -9 | -4 | -4 | nt | nt | nt | -7 |
| CC(C)c1ccc(N=Cc2c(O)c3ccccc3oc2=O)cc1 | -28 | -4 | -3 | -4 | 1 | 0.5 | 1 | -3 |
| CC(C)CC#Cc1cnc2c(c1)C(=O)N([C@@H](C)CO)C[C@H](C)[C@@H](CN(C)C(=O)c1ccc(F)cc1)O2 | -5 | 0 | 7 | 0 | 2 | 0.0 | -4 | -1 |
| Cc1ccc(S(=O)(=O)/N=C2/NC(=O)/C(=C\c3ccccc3)S2)cc1 | -21 | -2 | nt | 1 | 22 | nt | 4 | 4 |
| CCCCCCCC1(C)NC(=O)NC1=O (centres undefined) | -20 | 1 | 1 | 2 | -1 | 2.2 | 2 | 0 |
| Cc1ccc(OCCC(=O)OCC(=O)NC(=O)NC2CCCC2)cc1 | -3 | 1 | -1 | nt | 5 | -2.4 | 2 | nt |
| CC(C)NC(=O)N(C)C[C@@H]1Oc2ncc(-c3ccc(C(=O)N(C)C)cc3)cc2C(=O)N([C@H](C)CO)C[C@H]1C | -6 | 4 | -10 | -2 | 1 | 3.9 | 1 | 0 |
| OCC1(Cc2ccccc2)CCCN(Cc2ccn[nH]2)C1 (centres undefined) | -20 | 0 | 1 | nt | 0 | -3.5 | 2 | nt |
| CCCOC(=O)c1ccc(NC(=O)COC(=O)C2CCN(c3ccc(C(F)(F)F)cn3)CC2)cc1 | -7 | 36 | 1 | 5 | -1 | nt | -1 | -8 |
| CCOC(=O)C1CCCN(C(=O)c2csc(-c3ccc4c(c3)CCO4)n2)C1 (centres undefined) | -9 | -2 | -8 | 3 | 1 | nt | nt | 5 |
| O=C(c1cccnc1Nc1ccccc1F)N1CCOCC1 | 2 | -5 | 31 | -7 | 0 | -4.6 | -2 | 0 |
| COc1ccccc1CNC(=O)c1cc(-c2cccnc2)nc2ccccc12 | -15 | -1 | -4 | 7 | 1 | nt | 4 | -3 |
| CCOc1ccc(NC(=O)CN(C)C(=O)c2ccc(-c3ccc(C(C)=O)cc3)o2)cc1OCC | -19 | 20 | 3 | nt | 3 | 1.0 | 21 | nt |
| CNC(=O)COC(=O)c1cc2c(s1)CCCC2 | -9 | nt | 6 | nt | -1 | -1.1 | 1 | nt |
| C[C@@H]1CN([C@@H](C)CO)S(=O)(=O)c2ccc(C#CC3(O)CCCC3)cc2O[C@@H]1CN(C)C(=O)c1ccncc1 | 5 | 6 | 0 | -6 | 1 | 0.2 | 6 | 0 |
| CCOC(=O)C1Cc2ccccc2C(=O)O1 (centres undefined) | nt | 1 | -5 | -1 | nt | nt | nt | 0 |
| Cc1cccc(C)c1-n1c(C)cc(/C=N/NC(=O)CSc2ncccn2)c1C | -30 | nt | 6 | nt | 2 | nt | 16 | nt |
| Cn1c(CC(=O)NNC(=O)c2ccc(F)cc2Cl)nc2ccccc21 | -12 | 5 | 7 | 4 | 0 | 0.0 | 4 | -5 |
| COc1ccc(NC(=O)C2CCCN2S(=O)(=O)c2cccc3cccnc23)c(OC)c1 (centres undefined) | 8 | 0 | 1 | 2 | 1 | nt | 4 | -3 |
| C[C@@H]1CN([C@H](C)CO)C(=O)c2cc(C#Cc3ccncc3)cnc2O[C@H]1CN(C)CC1CCCC1 | -26 | -1 | -4 | -3 | 1 | 0.2 | 0 | -1 |
| C[C@H]1CCCCO[C@H](CN(C)Cc2ccc(C(=O)O)cc2)[C@@H](C)CN([C@@H](C)CO)C(=O)c2cc(NC(=O)c3ccncc3)ccc2O1 | 102* | -5 | -11 | 1 | -2 | -0.1 | -11 | 1 |
| COc1ccc(C2c3c(noc3C)CC(C)(O)C2C(C)=O)cc1 (centres undefined) | -3 | nt | -7 | nt | 0 | 0.0 | -4 | nt |
| CC1C(=O)N(Cc2cn(CCC3OCCO3)nn2)CCS(=O)(=O)N1Cc1ccc(-c2ccccc2)cc1 (centres undefined) | -1 | -7 | nt | 1 | 11 | 0.0 | -3 | 1 |
| O=C(NCCc1ccc(Cl)cc1)c1ccc2nccnc2c1 | -15 | 33 | -4 | 6 | -3 | nt | 7 | 1 |
| COc1cccc(CNC(=O)c2cc3c(c(-c4cccc(-c5cccc(C#N)c5)c4)n2)[C@H](CCO)N([S@@](=O)C(C)(C)C)C3)c1 | 59* | -3 | 17 | 0 | -3 | 15 | -2 | -4 |
| COC(=O)Cn1c2ccccc2c2nc(=O)cc(C)n21 | -1 | nt | -3 | nt | 5 | nt | 3 | nt |
| Cc1cccc(C(=O)NCC(=O)NCC(c2ccco2)N2CCCCC2)c1 (centres undefined) | 2 | 2 | 3 | -6 | -149 | 0.1 | 6 | -4 |
| Cc1noc(C)c1NC(=O)N[C@@H]1CC[C@H](CCNC(=O)C2CCCC2)O[C@@H]1CO | -2 | -1 | -10 | 4 | 1 | 0.3 | 11 | -4 |
| CN(C)CC(=O)N1CC[C@H]2[C@@H]1c1cc(-c3ccccc3F)ccc1N(C)[C@H]2CO | nt | 1 | 1 | 0 | nt | 0.0 | nt | 17 |
| C[C@H](CO)N1C[C@H](C)[C@H](CN(C)C(=O)Nc2ccc(F)cc2)Oc2ccc(NC(=O)NC3CCCCC3)cc2CC1=O | 25&-138 | -5&1 | 2&-2 | 4&0 | 0&-1 | 0.0&0.0 | -1&2 | -5&0 |
| c1nc(N2CCOCC2)c2c3c(sc2n1)CCCC3 | -7 | -9 | -2 | -4 | -1 | nt | 3 | -5 |
| O=C(c1ccc2c(c1)OCO2)N1C[C@@H]2[C@H](c3ccccc31)[C@H](CO)N2CC1CCCC1 | 0 | -8 | -2 | 1 | -1 | -0.4 | -2 | 8 |
| CC(C)CCC1(CCNC(C)c2cccs2)CCOC(C)(C)C1 (centres undefined) | -2 | -2 | -1 | -7 | -2 | 0.0 | -1 | 0 |
| C[C@@H]1CN([C@H](C)CO)C(=O)c2cccc(NC(=O)C3CCCCC3)c2O[C@H]1CN(C)S(=O)(=O)c1ccc(Cl)cc1 | 6 | 5 | 8 | 4 | 4 | nt | 0 | -4 |
| CCOc1cc(/C=C(/C#N)c2nc3ccccc3[nH]2)ccc1Oc1ccc([N+](=O)[O-])cn1 | -27 | 13 | -21 | -1 | 1 | nt | -2 | 1 |
| CN1CCN(C(=O)C[C@H]2C=C[C@@H](NS(=O)(=O)c3cccc(F)c3)[C@H](CO)O2)CC1 | -9 | 2 | 4 | 9 | -3 | -0.3 | 0 | -3 |
| CCN(CC(=O)NCc1ccc(Cl)cc1)C(=O)c1cc(S(=O)(=O)N2CCOCC2)ccc1C | -43 | 3 | 2 | -1 | 0 | nt | -5 | -32 |
| CC=Cc1ccc2n(c1=O)C[C@@H]1[C@@H](CO)[C@H](C(=O)NCC3CC3)[C@H]2N1CC1CCOCC1 (mixture of isomers) | 23 | -1 | -16 | -2 | 2 | 0.9 | -3 | 8 |
| COc1cc(CNC(C)(C)CO)ccc1OCC(=O)Nc1ccc(Br)cc1 | nt | -12 | -3 | -2 | nt | nt | nt | -6 |
| CN(C)c1ccc(/C=C2\SC(N3CCCCC3)=NC2=O)cc1 | -27 | -56 | -1 | -8 | 1 | nt | 2 | -2 |
| Cc1ccc(C(=O)Nc2ccc(S(=O)(=O)N3CCOCC3)cc2)cc1Br | -10 | nt | nt | 3 | -2 | 3.7 | 2 | -8 |
